Bioassay records: PubChem, SRMLSC
SKBR3 24h inh – SK-BR-3 proliferation inhibitors. viability, % at 10 µM. 41,000 tested, 0.47% active. SK-BR-3 viability, CellTiter-Glo ATP luminescence, 24 h; hits give low values;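 active = viability at or below the median of all test compounds minus 3 SD, in both replicates if run twice, cut at about 45% in these data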;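 also: 100% = median untreated cell wells and 0% = median positive control drug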
Numbers without * were called inactive; & = joins results of further samples.

SMILES	SKBR3 24h inh
Cc1cc(NC(=O)Cn2c(=O)n(Cc3ccccc3)c(=O)c3ccccc32)no1	81
Cc1ccccc1NC(=O)c1c(O)c2cccc3c2n(c1=O)CCC3	88
O=C(CCCCCN1C(=O)CCC1=O)Nc1ccc2c(c1)OCCO2	103
COc1ccc(Br)cc1CNC(=O)CCc1nc(-c2ccccc2F)no1	76
COc1ccc(-c2nnc3sc(-c4cccs4)nn23)cc1OC	87
COc1ccc(C2=Nn3c(nnc3-c3ccccn3)SC2)cc1	116
CCSc1cc(C2C(C(=O)OC)=C(C)NC3=C2C(=O)CCC3)c(C)o1 (centres undefined)	86
CCCOc1ccc2ccccc2c1/C=N/n1cnnc1	87
COc1cc(S(=O)(=O)N2CCN(c3ccccc3)CC2)ccc1Cl	98
COc1cccc(NC(=O)CC2SC(=Nc3ccccc3)NC2=O)c1 (centres undefined)	70
Cc1ccc(-c2nc(-c3cccnc3)no2)cc1	103
O=C(Nc1cccc(NC(=O)N2CCN(c3ccccc3)CC2)c1)N1CCN(c2ccccc2)CC1	80
O=C(c1ccc(F)cc1)C1CCN(C(=O)NCc2ccccc2)CC1	83
CC(C)C(=O)Nc1nnc(SCC(=O)NCc2cccs2)s1	73
CCOC(=O)c1cc(NC(=O)c2cccnc2)cc(C(=O)OCC)c1	93
O=C(CN(c1ccccc1F)S(=O)(=O)c1ccccc1)N1CCCCCC1	73
CCn1c(C)nc2cc(S(=O)(=O)N3CCCC3)ccc21	85
COc1ccc(C(=O)NCC(C)CN(C)C)cc1 (centres undefined)	69
O=C(CCC1CCCC1)N1CCC(N2CCN(c3ccccc3)CC2)CC1	82
CCCn1c(C)cc(C(=O)COC(=O)c2ccc(Cl)c(S(=O)(=O)N3CCCC3)c2)c1C	93
CCOC(=O)Nc1cc(Br)c2c(c1)OCCO2	86
COc1ccc2cc(CN(CCCN3CCOCC3)Cc3nnnn3C3CCCCC3)c(=O)[nH]c2c1	83
Cc1ccccc1OCC1CN(CN2CCOCC2)C(=O)O1 (centres undefined)	86
O=C(CSc1nnc(-c2ccc(NS(=O)(=O)c3ccccc3)cc2)o1)NCC1CCCO1 (centres undefined)	120
O=C(COC(=O)c1cc(S(=O)(=O)N2CCOCC2)cs1)c1ccccc1	88
COc1cccc(-c2nnc3sc(-c4ccc(C)cc4)nn23)c1	85
CCc1nnc(NC(=O)CN2C(=O)c3ccccc3S2(=O)=O)s1	97
O=C1CC(Sc2nnc(-c3ccccc3)o2)C(=O)N1c1ccccc1 (centres undefined)	114
C(=C\c1ccccc1)/CSc1nnc(-c2cccnc2)o1	92
O=C(O)CSc1nnc(-c2ccncc2)n1C1CCCCC1	91
CCOC(=O)C1CCN(Cc2cn[nH]c2-c2ccccc2)CC1	96
C=CCn1c(=O)/c(=C/c2cc(OC)c(OC)c(OC)c2)s/c1=C(/C#N)c1nc2ccccc2n1C	40*
O=C(CSc1nnnn1C1CCCC1)N1CCN(C(=O)c2ccco2)CC1	75
O=C(O)c1cccc(COCC(F)(F)C(F)F)c1	91
COC(=O)c1ccsc1NC(=O)CSc1nnnn1-c1ccccc1SC	89
COc1ccc2oc(=O)c(C(=O)N3CCN(c4ccccc4)CC3)cc2c1	105
O=C1c2ccccc2S(=O)(=O)N1CC1CC(c2ccccc2)=NO1 (centres undefined)	87
CS(=O)(=O)N(CC(=O)Nc1ccc2c(c1)OCO2)Cc1ccccc1	81
Cc1ccc(SC/C(O)=C(\C#N)c2nc3ccccc3s2)cc1	81
CS/C(=N\S(=O)(=O)c1ccc(N)cc1)NS(=O)(=O)c1cccs1	105

Part of the list above, as comma-separated lines.
structure,SKBR3 24h inh
O=C(CSc1nnc(-c2ccc(NS(=O)(=O)c3ccccc3)cc2)o1)NCC1CCCO1 (centres undefined),120
O=C(COC(=O)c1cc(S(=O)(=O)N2CCOCC2)cs1)c1ccccc1,88
COc1cccc(-c2nnc3sc(-c4ccc(C)cc4)nn23)c1,85
CCc1nnc(NC(=O)CN2C(=O)c3ccccc3S2(=O)=O)s1,97
O=C1CC(Sc2nnc(-c3ccccc3)o2)C(=O)N1c1ccccc1 (centres undefined),114
C(=C\c1ccccc1)/CSc1nnc(-c2cccnc2)o1,92
O=C(O)CSc1nnc(-c2ccncc2)n1C1CCCCC1,91
CCOC(=O)C1CCN(Cc2cn[nH]c2-c2ccccc2)CC1,96
C=CCn1c(=O)/c(=C/c2cc(OC)c(OC)c(OC)c2)s/c1=C(/C#N)c1nc2ccccc2n1C,40*
O=C(CSc1nnnn1C1CCCC1)N1CCN(C(=O)c2ccco2)CC1,75
O=C(O)c1cccc(COCC(F)(F)C(F)F)c1,91
COC(=O)c1ccsc1NC(=O)CSc1nnnn1-c1ccccc1SC,89
COc1ccc2oc(=O)c(C(=O)N3CCN(c4ccccc4)CC3)cc2c1,105
O=C1c2ccccc2S(=O)(=O)N1CC1CC(c2ccccc2)=NO1 (centres undefined),87
CS(=O)(=O)N(CC(=O)Nc1ccc2c(c1)OCO2)Cc1ccccc1,81
Cc1ccc(SC/C(O)=C(\C#N)c2nc3ccccc3s2)cc1,81
CS/C(=N\S(=O)(=O)c1ccc(N)cc1)NS(=O)(=O)c1cccs1,105

Next section.
SMILES	SKBR3 24h inh
CC1CC(C(F)(F)C(F)(F)F)n2nc(C(=O)O)cc2N1 (centres undefined)	95
CCCN1CCCc2cc(CN)ccc21	69
COC(=O)CC1Sc2ccccc2NC1=O (centres undefined)	95
CC(=O)c1cc(C)ccc1OC(=O)c1cccc2nc(C)oc12	51
Cc1nc2sc(C(c3cccc(F)c3)N3CCN(C(=O)c4ccco4)CC3)c(O)n2n1 (centres undefined)	64
CCCCOCCCn1c(-c2ccco2)nc2nc3ccccc3nc21	62
CC(=O)Nn1c(COc2ccccc2C)nc2ccccc2c1=O	100
O=C(Cn1nnc(-c2ccncc2)n1)Nc1ccc2c(c1)CCC2	90
COC(=O)[C@H](C)NC(=O)Nc1ccc(Oc2ccccc2)cc1	87
COc1ccc(C2=NOC(Cn3c(Cc4ccc(Cl)cc4)nc4c3c(=O)n(C)c(=O)n4C)C2)cc1 (centres undefined)	53
Cn1c(=O)n(CCc2ccccc2)c(=O)c2c1ncn2Cc1ccccc1	99
Cc1nc(=S)n(-c2ccccc2)[nH]1	88
Cn1nccc1C(=O)c1ccc(Cl)cc1	96
CCC(C)[C@H](NC(=O)NC1CC1)C(=O)O (some centres undefined)	108
Cc1nc(-c2ccccc2O)n(S(=O)(=O)N(C)C)n1	93
COc1ccc(NC(=O)CSc2nccc(C)n2)cc1	112
CC(=O)c1cccc(NC(=O)CN(Cc2ccccc2)S(C)(=O)=O)c1	92
COc1ccc(C(C(C(=O)c2ccco2)N2CCOCC2)N2CCOCC2)cc1 (centres undefined)	85
N#CCCCSc1ncccc1-c1nc2ccccc2[nH]1	94
O=C(NC1CCCC1)C(c1ccncc1)N(Cc1cccs1)C(=O)c1csnn1 (centres undefined)	109
O=C(c1noc2c1CCCC2)N1CCN(c2ccccc2)CC1	94
C[C@H](C(=O)O)c1n[nH]c(=O)c2ccccc12	81
CC(=O)N(C)c1ccc(NC(=O)c2ccccc2C(=O)O)cc1	101
CC1CC(C)CN(c2ncc3c(n2)CC(c2ccc(Cl)cc2)CC3=O)C1 (centres undefined)	85
c1cncc(-c2nnc(-c3ccco3)o2)c1	94
O=C(CSc1nnc(COc2ccccc2)n1Cc1ccco1)NCc1ccco1	111
COc1cccc(C2C(C(=O)c3cc4ccccc4o3)=C(O)C(=O)N2c2cc(C)on2)c1OC (centres undefined)	91
O=C(Nc1ccc2c(c1)OCO2)c1ccc(Br)s1	74
O=S(=O)(Nc1ccc(F)cc1)N1CCCCCC1	83
COc1ccccc1NC(=O)CCN1C(=O)C2CC=C(Cl)CC2C1=O (centres undefined)	98
CCN(CC)CCN1C(=O)C(=O)/C(=C(/O)c2ccc(OC)cc2)C1c1ccco1 (centres undefined)	83
COC(=O)CC1=C(C)C(=O)CC2C(C)(C)CCCC12C (centres undefined)	84
CCOc1ccc(OCC)c(NC(=O)CN(C)S(=O)(=O)c2cccc3nsnc23)c1	79
COCC(=O)/C=C1\Sc2ccccc2N1C	91
Cc1cc(C)nc(N2CCCC(C(=O)NCCc3cccc(F)c3)C2)n1 (centres undefined)	91
CCCn1c(=N)c(C(=O)NCc2ccc3c(c2)OCO3)cc2c(=O)n3cccc(C)c3nc21	93
CC(C)(C)NC(=O)CN(Cc1cccnc1)C(=O)c1csnn1	79
OC(CNc1nc2ccccc2s1)c1ccccc1 (centres undefined)	81
CCCC(=O)Nc1cc(C)c(NC(=O)c2ccccn2)cn1	68
Cc1cc(NS(=O)(=O)c2ccccc2)c(C)c(Cl)c1O	91
Cn1c(=O)c2c(nc(NCCc3ccccc3)n2Cc2ccccc2)n(C)c1=O	118
CCOC(=O)c1[nH]c2ccc(C)cc2c1N=CN(CC)CC	75
Cc1ccc(SC(C)C(=O)Nc2ncn[nH]2)cc1 (centres undefined)	92
CC(C)(C)n1nnnc1CN1CCC(NC(=O)NC2CCCCC2)CC1	92
O=C1CC(=O)N(CCc2ccccc2)C(=O)N1CCc1ccccc1	85
CCOC(=O)c1ccc(NC(=O)CSc2nnc(-c3cccs3)n2C)cc1	77
COc1ccccc1NC=C1C(=O)OC2(CCCCC2)OC1=O	93
Cn1ncc(N=Cc2c(O)ccc3ccccc23)c1C(=O)N1CCOCC1	90
Cc1c(C(=O)N2CCOCC2)[nH]c2c1C(=O)CC(c1ccc(Cl)cc1)C2 (centres undefined)	97
Cc1ccc(C(=O)Nc2nc3c(s2)CCCC3)o1	109
Cc1ccc(C)c2[nH]c(=O)c(CN(Cc3nnnn3C3CCCCC3)CC3CCCO3)cc12 (centres undefined)	80
COc1cccc(-c2cc(C(F)(F)F)nc(NCc3ccco3)n2)c1	96
CCc1ccc(OCC(=O)NCCN(C)C)c(Br)c1	89
CCOc1ccc2nc(-c3ccc(OC)c(OC)c3)cc(C(=O)O)c2c1	98
CCOC(=O)c1ccc(NC(=O)Cn2nnc(-c3ccccc3C)n2)cc1	71
C=C(C)c1cccc(C(C)(C)NC(=O)NCC2CCCO2)c1 (centres undefined)	94
O=c1cc(NC2CCCCCC2)[nH]c(=O)[nH]1	96
CCCCOc1ccc(C(=O)NCC(=O)NCC(=O)OCC)cc1	95
COC(=O)c1sccc1NC(=O)c1csc(C)c1	76
COc1ccc(C)cc1NC(=O)CSc1nnc(-c2ccco2)n1Cc1ccco1	115
More records follow:
SMILES	SKBR3 24h inh
O=C(c1ccc(=O)[nH]c1)N(Cc1ccco1)C1(C(=O)NC2CCCCC2)CCCCC1	87
NC(=O)C1CCN(C(=O)CSc2nc3c(c(-c4ccccc4)n2)CCCC3)CC1	92
C=CCn1c(SCC(=O)NCC(=O)OCC)nnc1-c1ccccn1	103
CN(C)C(=O)Oc1cccc([N+](C)(C)C)c1	79&97
CCOC(=O)c1c(NC(=O)C(F)(OC)C(F)(F)F)sc2c1CCN(C)C2 (centres undefined)	65
Cc1ccc(-c2nc3cc(N)ccc3o2)c(C)c1	87
CC1=CC(C)C2C(=O)N(CCC[N+](C)(C)C)C(=O)C2C1 (centres undefined)	101
Cc1c(C(=O)NCCc2ccccc2)oc2ccc(S(=O)(=O)N3CCC4(CC3)OCCO4)cc12	76
O=C(O)c1ccc(OCc2occc2C(=O)O)cc1	91
CCN(CC)CCNC(=O)c1ccc(N)cc1	92
O=C(COc1ccc(Cl)cc1)NCc1nnc(SCC(=O)Nc2ccc3c(c2)OCCO3)o1	87
Cc1cccc2cc(CN(CCN3CCOCC3)C(=O)NCc3ccccc3)c(=O)[nH]c12	84
Cc1cc(O)c(C(C)C)cc1NC(=O)Cn1nc(C)c2ccccc2c1=O	80
Cc1occc1-c1nnc(SCC(=O)NC(C)(C)C)n1C(C)c1ccccc1 (centres undefined)	100
O=C(c1ccc(Br)o1)N1CCN(c2ccc(F)cc2)CC1	88
O=C(Nc1nc(=O)c2ccccc2s1)c1ccccc1	77
CC(=O)N1CN(C2CCS(=O)(=O)C2)Cc2c1sc1c2CCCC1 (centres undefined)	97
CC1(C)Cc2c(sc3nc(SCC#N)n(C4CCCCC4)c(=O)c23)CO1	83
CC(C)(C)NC(=O)Cn1nnc(-c2cccs2)n1	75
O=C(O)CCCCCCC1C(=O)NC(=O)N1CCC(O)C1CCCCC1 (centres undefined)	87
CNS(=O)(=O)c1ccc(Oc2ccc(S(=O)(=O)NC)cc2)cc1	91
Cn1c(SCc2c(Cl)cccc2Cl)nnc1-c1cccs1	87
COc1cccc(-c2cc3nc4c(c(N5CCC6(CC5)OCCO6)n3n2)CCCC4)c1	84
CC(=O)Nc1ccc(S(=O)(=O)c2ccc(N)cc2)cc1	162
O=C(CSc1nnnn1C1CCCCC1)Nc1cccc(NC(=O)c2ccco2)c1	79
COc1ccc(N2CCN(c3nc4c(c(=O)n(C)c(=O)n4C)n3CCCc3ccccc3)CC2)cc1	85
CCOc1ccccc1C(=O)N(C)Cc1cc2cc(OC)ccc2[nH]c1=O	104
O=C(CCN1C(=O)c2ccccc2C1=O)N1CCN(Cc2ccccc2)CC1	99
CC(=O)Nc1cc(NC(C)=O)c(CC(C)C)s1	93
c1ccc(-n2ncc3c(NCC4CCCO4)ncnc32)cc1 (centres undefined)	89
Cc1ccc(-c2n[nH]c(=O)c3ccccc23)cc1S(=O)(=O)NCCN1CCOCC1	114
COc1ccccc1NC(=O)Nc1ccc2c(c1)OCCO2	83
O=C(OC1CSc2nc3ccccc3n2C1)c1ccco1 (centres undefined)	94
CCCCn1c(-c2nonc2NC(=O)c2ccccc2Cl)nc2ccccc21	75
CCCCOC(=O)Nc1sc2c(c1C(=O)OC)CCC2	105
O=C(O)CCc1cc(I)c(Oc2ccc(O)c(I)c2)c(I)c1	119
O=C(O)c1cc2n(n1)C(C(F)(F)F)CC(c1ccccc1)N2 (centres undefined)	88
CC1CCCC(C)N1C(=O)CSc1nnc(NC(=O)Cc2cccs2)s1 (centres undefined)	113
COc1cc(OC)c(C(=O)NC2CC(C)(C)NC(C)(C)C2)cc1OC	80
Cc1oc2c(CN3CCCC3)c(O)ccc2c(=O)c1-c1ccc(Br)cc1	86
CCOC(=O)c1cc2c(=O)n3ccccc3nc2n(Cc2ccccc2)c1=N	97
Cn1c(=O)cc(SCC(=O)NCC2CCCO2)c2ccccc21 (centres undefined)	82
Cc1cc(C(=O)O)c(CCCN)s1	98
COc1ccc(N2CCN(C(=O)c3ccc(C)c(Cl)c3)CC2)cc1	79

These rows are one share of the data. The share of hits here may be higher or lower than overall.
